# Compound activity deposited in PubChem BioAssay by several laboratories.
# Rpn11 block: inhibitors of human proteasome Rpn11. calls only at 20 µM. human 26S proteasome, Ub4-pepOG fluorescence polarization; 20S core pre-blocked with epoxomicin. O00487. AID 588493. 0.59% of 360,000 active;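 active = inhibition at 20 µM, scaled to each plate's controls, above about 33%, limit read from the data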
# Target sequence (O00487 whole entry, looked up): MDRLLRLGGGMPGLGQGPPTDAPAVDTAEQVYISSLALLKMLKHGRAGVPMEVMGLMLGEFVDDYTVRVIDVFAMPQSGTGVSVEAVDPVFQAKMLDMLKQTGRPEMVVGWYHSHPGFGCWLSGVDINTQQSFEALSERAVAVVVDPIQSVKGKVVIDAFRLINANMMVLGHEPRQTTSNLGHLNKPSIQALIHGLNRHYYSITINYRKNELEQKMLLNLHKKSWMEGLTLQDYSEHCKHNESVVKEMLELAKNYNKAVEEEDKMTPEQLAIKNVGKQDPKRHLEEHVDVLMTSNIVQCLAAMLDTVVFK
# NadD inh: NadD (S. aureus) enzyme inhibition; purified NadD enzyme, colorimetric absorbance read-out; inhibition, % at 20 µM; 0.78% of 360,000 active; in the data active = inhibition above about 26%; note: some compounds past the cut are filed as inactive
# FAS-TE inh: inhibitors of human fatty acid synthase thioesterase domain; recombinant FAS-TE, OMFH fluorogenic substrate, fluorescence endpoint; P49327; inhibition, % at 15 µM; AID 602261; 0.67% of 360,000 active;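 active = compounds whose normalised, plate-corrected inhibition of enzyme fluorescence in the single-dose primary screen is 50% or more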;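 note: 0% = DMSO with enzyme and 100% = substrate without enzyme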
# CSN deneddyl inh: blocks human CSN-mediated cullin deneddylation | 0.38% of 360,000 active | AID 651999 | inhibition, % at 12.5 µM | Purified CSN, SCF-Nedd8-OG deneddylation, fluorescence polarization;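 active = pattern-corrected inhibition above about 35%, with an unprinted fluorescence ratio check between 0.5 and 1.5, limit read from the data, passing the limit was not always enough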;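 note: 0% = enzyme with substrate and 100% = substrate without enzyme; some results filed as inactive read as strong as hits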
#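 Assay system: purified human Csn5 enzyme expressed in HEK293T cells; measure: % inhibition; also added: SCFSkp2-Nedd8OG substrate at 10 nM final; technique: fluorescence polarization; times: reaction 90 min, room temperature; medium: Tris buffer pH 7.5, NaCl, DTT, Tween-20, trehalose, ovalbumin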
# MT1-MMP act inh: inhibitors of human MT1-MMP activation; GFP/RFP ratio change, % at 20 µM; 0.061% of 360,000 active; P50281; HT1080 RFP-PRO-GFP cells, GFP/RFP ratio fluorescence, overnight; percent of plate control window, DMSO zero;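 active = GFP/RFP ratio change of at least 30% with cell ATP level not reduced by more than half and red fluorescence within 50% of control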; note: strong numbers were not always called active
#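 Assay system: HT1080 RFP-PRO-GFP cells | Dosing: 20 µM single dose, 1% DMSO | Incubation: Cells overnight before dosing, compound overnight, 37 °C, 5% CO2 | Evaluation: GFP/RFP fluorescence ratio | Control set: DMSO-only wells and HT1080 RFP-L50D-GFP cell wells as references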
# MLLE-PAM2 inh: inhibitors of microRNA-mediated deadenylation, human PABP1 MLLE binding. GST-MLLE / FITC-PAM2 fluorescence polarization. inhibition, % at 20 µM. 0.36% of 360,000 active. AID 588489; in the data active = inhibition above about 35%, passing the limit was not always enough;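 note: plate controls were DMSO wells with GST-MLLE for no effect and wells lacking GST-MLLE protein for full effect; some results filed as inactive read as strong as hits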
# Target sequence (P11940 whole entry, looked up): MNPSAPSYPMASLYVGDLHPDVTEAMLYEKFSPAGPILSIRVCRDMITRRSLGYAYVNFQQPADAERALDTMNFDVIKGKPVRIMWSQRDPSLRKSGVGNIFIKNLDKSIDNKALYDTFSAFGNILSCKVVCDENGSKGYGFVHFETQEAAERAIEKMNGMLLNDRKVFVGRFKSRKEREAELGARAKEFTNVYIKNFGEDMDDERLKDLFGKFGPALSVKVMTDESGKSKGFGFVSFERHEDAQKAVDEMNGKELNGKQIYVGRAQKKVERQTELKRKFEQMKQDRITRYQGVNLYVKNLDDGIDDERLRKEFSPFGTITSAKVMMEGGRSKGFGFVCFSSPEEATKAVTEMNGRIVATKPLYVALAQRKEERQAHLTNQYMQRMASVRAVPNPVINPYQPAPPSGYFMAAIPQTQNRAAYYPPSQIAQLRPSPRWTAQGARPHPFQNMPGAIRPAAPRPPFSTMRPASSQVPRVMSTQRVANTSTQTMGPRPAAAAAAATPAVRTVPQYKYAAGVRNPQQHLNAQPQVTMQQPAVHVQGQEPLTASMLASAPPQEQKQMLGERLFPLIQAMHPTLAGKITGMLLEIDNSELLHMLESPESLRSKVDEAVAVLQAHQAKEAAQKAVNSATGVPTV
# Neddylation inh: blocks human cullin neddylation. P61081+Q13564. TR-FRET cullin neddylation, biochemical. calls only at 25 µM. 0.58% of 360,000 active; in the data active = inhibition above about 36%
# SKN-1 inh: inhibitors of C. elegans SKN-1. AID 624304. 0.49% of 360,000 active. C. elegans VP596 Pgst-4::GFP/RFP ratio, acrylamide-induced, 24 h. inhibition, % at 21.8 µM;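 active = interference check ratio from 0.5 to 1.5 plus GFP to RFP signal ratio inhibition reaching or exceeding a fixed threshold, cut at about 30% in these data, passing the limit was not always enough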; note: some compounds called inactive have numbers as strong as hits
# Rin1 Abl inh: inhibitors of human Rin1-Abl protein interaction; TR-FRET Rin1/Abl binding, biochemical; AID 588664; P00519+Q13671; inhibition, % at 7.35 µM; 0.4% of 360,000 active; in the data active = inhibition above about 5%, passing the limit was not always enough
# Numbers without * were called inactive; i = inactive; nt = not tested or not shown.
SMILES,Rpn11 block,NadD inh,FAS-TE inh,CSN deneddyl inh,MT1-MMP act inh,MLLE-PAM2 inh,Neddylation inh,SKN-1 inh,Rin1 Abl inh
CCCCn1c(CCC(=O)O)nc2cc(S(=O)(=O)N(CC)CC)ccc21,i,3,-7,4,28,-22,i,7,1
CN(C)C(CNC(=O)c1sc2ccccc2c1Cl)c1ccco1 (configuration not stated),i,1,2,1,2,-8,i,-9,-3
COc1ccc(N2CC(C(=O)N[C@@H](CC(C)C)C(=O)NC3CCCCC3)CC2=O)cc1 (some centres not stated),i,0,-1,1,-4,6,i,-4,0
O=C(Cn1nnc(-c2ccc3c(c2)OCO3)n1)NCc1ccccc1,i,3,-5,6,0,-3,i,-6,0
COc1ccc(-n2c(Cc3cccn3C)nnc2SCC(=O)Nc2ccc(C)cc2C)cc1,i,5,-2,-1,3,-4,i,0,3
COc1ccc(N2C(=O)c3ccccc3NC2c2ccc(OC)c(COc3ccccn3)c2)cc1 (configuration not stated),i,5,0,-6,-1,10,nt,3,-2
COc1ccc2nc(C(F)(F)C(F)(F)F)c(C#N)c(N)c2c1,i,-5,9,3,1,-1,i,12,1
COc1ccc(N/C=C2\C(=O)CCc3c2oc2cc(Cl)c(O)c(Cl)c32)cc1,nt,44*,-22,19,-12,38,i,4,3
Nc1nc(N)c2cc(S(=O)(=O)c3ccc4ccccc4c3)ccc2n1,i,6,-2,2,-3,2,i,1,-1
COc1cccc(OCCNC(=O)CSc2ccc(C(F)(F)F)cc2[N+](=O)[O-])c1,i,-8,32,-8,4,6,i,1,-1
Cc1ccc(NC(=O)CC(C)N2CCCC2)cc1 (configuration not stated),i,-1,-6,-1,0,6,i,8,-5
COc1ccc(/C(C)=N/NS(=O)(=O)c2ccccc2)c(OC)c1,i,1,0,-9,2,10,i,11,-1
O=C(Cc1ccccc1)NCC(=O)OCc1ccc([N+](=O)[O-])cc1,i,-6,16,-12,-2,6,i,-8,3
Cc1ccc(C(=O)N/C(=C\c2ccc(Cl)cc2)C(=O)NCC2CCCO2)cc1 (configuration not stated),i,11,12,-1,-3,1,i,7,0
Cc1ccc(NC(=O)C2CCN(S(=O)(=O)c3c(C)nn(C)c3C)CC2)c(Cl)c1,i,-4,-2,3,2,-4,i,-4,3
COC(=O)C1=C(C)N(CCc2ccccc2)C(=O)C1(NS(=O)(=O)c1ccc(NC(C)=O)cc1)C(F)(F)F (configuration not stated),i,-3,-3,-2,3,11,i,5,-2
CC1CCCC(C)N1C(=O)CSc1nc(N)cc(N)n1 (configuration not stated),i,-1,-11,1,1,5,i,15,2
COc1ccc(NC(=O)c2cc(-c3cc(F)ccc3OC(C)C)n[nH]2)cc1OC,i,-4,16,-2,-4,11,i,9,-5
CC1CC(C)(C)N(C(=O)NC2CCCCC2)c2ccccc21 (configuration not stated),i,-6,3,4,0,2,i,7,2
O=C(C1CC(=O)N(C2CCCC2)C1)N1CCN(c2cccc(C(F)(F)F)c2)CC1 (configuration not stated),i,0,-5,2,-6,13,i,-1,0
CC1(C)Cc2ccccc2-c2nc(CN3CCOCC3)[nH]c(=O)c21,i,-1,-5,2,6,-2,i,-5,0
CCCCC(=O)N(C)c1c(CC)nc2c(OCCOc3ccc(F)cc3)cccn12,i,-3,-2,-2,-1,1,i,14,1
COc1ccc(NC(=O)CCN2C(=O)c3ccccc3S2(=O)=O)c(OC)c1,i,-4,0,-3,2,18,i,-1,0
CC(C)NC(=O)C1(C)CN(S(C)(=O)=O)CC(=O)N1CCc1ccc(O)cc1 (configuration not stated),nt,nt,nt,-2,2,nt,i,-1,nt
CC(C)S(=O)(=O)NC(=O)C1(C)CCN1C(=O)Cc1ccccc1Cl (configuration not stated),i,-5,-5,0,-2,-4,i,-2,-5
COc1ccc(Br)cc1/C=C1\Oc2ccccc2NC1=O,i,-2,-3,-6,-2,-1,nt,-16,-1
Cc1cccc(S(=O)(=O)Nc2nc3ccccc3nc2Nc2ccc3c(c2)OCO3)c1,i,10,25,-1,1,-4,nt,9,-1
CCc1ccccc1Oc1nc(NCCOC)nc2cc(-c3ccccc3)sc12,i,3,18,-4,-4,6,i,3,-3
Cc1ccc(S(=O)(=O)CC(O)COc2ccc(F)cc2Cl)cc1 (configuration not stated),i,1,6,1,1,6,i,-7,2
CC(C)NC(=O)N(C)C[C@H]1Oc2ccc(NS(=O)(=O)c3ccc(Cl)cc3)cc2CC(=O)N([C@@H](C)CO)C[C@@H]1C,i,5,-7,1,7,-1,i,15,-1
Cc1ccc(-c2nn(CC(=O)NCC3CCCO3)c(=O)c3ccccc23)cc1 (configuration not stated),i,1,-3,9,-5,-6,i,2,-2
CC(=O)NC(CC(=O)OCC(=O)Nc1cc(S(=O)(=O)N2CCCCC2)ccc1C)c1ccccc1 (configuration not stated),i,-5,-6,2,6,-16,i,-15,0
O=C(COC(=O)/C=C/c1ccc(C(F)(F)F)cc1)NCC1CCCO1 (configuration not stated),i,3,-5,1,4,0,i,-8,2
Cc1ccccc1-c1nnc(-c2cccs2)o1,i,-4,4,0,-5,4,i,23,-4
N=C1N(c2ccccc2)C(=S)C(=Nc2ccccc2)N1c1ccccc1,i,3,0,4,-2,39,i,19,3
CC[C@H](C)[C@H](NS(=O)(=O)c1ccc(C)cc1)C(=O)N1CCC(C(=O)N[C@H](C(=O)O)C(C)C)CC1,i,1,-8,8,5,-4,i,7,0
Cc1nnc(SCC(=O)Nc2c(Cl)cccc2Cl)[nH]c1=O,i,3,-8,4,0,35,i,-19,1
CC(C)(C)NC(=O)NCCc1ccccc1,i,-4,-6,-1,-2,-7,i,15,-1
CC(=O)O[C@H](COc1c2ccoc2cc2oc(=O)ccc12)C(C)(C)O,i,-1,-7,5,-1,5,nt,4,-2
Cc1ccc(/C=N/NC(=O)c2nnn(-c3nonc3N)c2CSc2ccccc2)s1,i,2,-3,11,-1,4,i,-8,-1
CN(C)CCOC(=O)CCc1ccccc1,i,3,-5,4,6,-12,i,17,3
COC(=O)c1c(NC(=O)C(=O)NCCCN2CCOCC2)sc2c1CCCC2,i,-13,7,-2,0,-2,i,-7,0
COc1cc(-c2nnn(CC(=O)NCc3ccccc3)n2)cc(OC)c1OC,i,1,-4,6,3,6,i,1,-3
Clc1ccc(-c2nc3c4ccccc4ccn3c2Cc2ccccc2)cc1,i,9,22,6,3,-3,i,14,-1
CCOC(=O)C1(C(=O)OCC)NC(=O)CC1C(C)C (configuration not stated),i,-3,-6,2,1,2,i,14,1
CCOC(=O)C1(Cc2cccc(OC)c2)CCN(Cc2cccc3cnccc23)CC1,i,-2,14,-4,-5,2,i,-1,3
Cc1cc(C)cc(N(CC(=O)NCc2ccccc2Cl)S(=O)(=O)c2c(C)[nH]c(=O)[nH]c2=O)c1,i,6,-6,-5,-1,13,i,-14,3
O=C(Nc1nc(C2C3CC4CC(C3)CC2C4)cs1)c1cc2cc([N+](=O)[O-])ccc2oc1=O (configuration not stated),i,35*,-1,5,-8,8,i,9,1

# Sorted by heavy-atom count (low to high): some entries from above
SMILES,Rpn11 block,NadD inh,FAS-TE inh,CSN deneddyl inh,MT1-MMP act inh,MLLE-PAM2 inh,Neddylation inh,SKN-1 inh,Rin1 Abl inh
CC(C)(C)NC(=O)NCCc1ccccc1,i,-4,-6,-1,-2,-7,i,15,-1
Cc1ccccc1-c1nnc(-c2cccs2)o1,i,-4,4,0,-5,4,i,23,-4
CCOC(=O)C1(C(=O)OCC)NC(=O)CC1C(C)C (configuration not stated),i,-3,-6,2,1,2,i,14,1
Cc1nnc(SCC(=O)Nc2c(Cl)cccc2Cl)[nH]c1=O,i,3,-8,4,0,35,i,-19,1
CC(=O)O[C@H](COc1c2ccoc2cc2oc(=O)ccc12)C(C)(C)O,i,-1,-7,5,-1,5,nt,4,-2
N=C1N(c2ccccc2)C(=S)C(=Nc2ccccc2)N1c1ccccc1,i,3,0,4,-2,39,i,19,3
Clc1ccc(-c2nc3c4ccccc4ccn3c2Cc2ccccc2)cc1,i,9,22,6,3,-3,i,14,-1
COC(=O)c1c(NC(=O)C(=O)NCCCN2CCOCC2)sc2c1CCCC2,i,-13,7,-2,0,-2,i,-7,0
Cc1ccc(/C=N/NC(=O)c2nnn(-c3nonc3N)c2CSc2ccccc2)s1,i,2,-3,11,-1,4,i,-8,-1
CCOC(=O)C1(Cc2cccc(OC)c2)CCN(Cc2cccc3cnccc23)CC1,i,-2,14,-4,-5,2,i,-1,3
O=C(Nc1nc(C2C3CC4CC(C3)CC2C4)cs1)c1cc2cc([N+](=O)[O-])ccc2oc1=O (configuration not stated),i,35*,-1,5,-8,8,i,9,1
Cc1cc(C)cc(N(CC(=O)NCc2ccccc2Cl)S(=O)(=O)c2c(C)[nH]c(=O)[nH]c2=O)c1,i,6,-6,-5,-1,13,i,-14,3
CC[C@H](C)[C@H](NS(=O)(=O)c1ccc(C)cc1)C(=O)N1CCC(C(=O)N[C@H](C(=O)O)C(C)C)CC1,i,1,-8,8,5,-4,i,7,0
CC(=O)NC(CC(=O)OCC(=O)Nc1cc(S(=O)(=O)N2CCCCC2)ccc1C)c1ccccc1 (configuration not stated),i,-5,-6,2,6,-16,i,-15,0

# Entries of single compounds, quoted from the list. Values in the order: Rpn11 block | NadD inh | FAS-TE inh | CSN deneddyl inh | MT1-MMP act inh | MLLE-PAM2 inh | Neddylation inh | SKN-1 inh | Rin1 Abl inh
# CC1CC(C)(C)N(C(=O)NC2CCCCC2)c2ccccc21 (configuration not stated) across the screens: i | -6 | 3 | 4 | 0 | 2 | i | 7 | 2
# COc1ccc(NC(=O)c2cc(-c3cc(F)ccc3OC(C)C)n[nH]2)cc1OC across the screens: i | -4 | 16 | -2 | -4 | 11 | i | 9 | -5

# (further entries)
SMILES,Rpn11 block,NadD inh,FAS-TE inh,CSN deneddyl inh,MT1-MMP act inh,MLLE-PAM2 inh,Neddylation inh,SKN-1 inh,Rin1 Abl inh
Cc1cc(C)cc(Oc2ccc(NC(=O)C3CC=CCC3C(=O)O)cc2)c1 (configuration not stated),i,-3,-3,-11,-5,9,i,-4,-1
CCCn1c(N)c(C(=O)CSc2n[nH]c(-c3ccccc3F)n2)c(=O)n(C)c1=O,i,-7,-3,3,1,-21,i,8,3
Cc1cc(C(=O)CC#N)c(C)n1CC(F)(F)F,i,0,-6,1,-2,0,i,4,-1
CC(C)CC(=O)N1CCN(Cc2ccc3ccccc3c2)CC1,i,-2,-6,6,2,7,i,5,0
Cn1cccc1/C=N/NC(=O)CSc1nc2ccccc2n1C,i,2,-1,3,1,-15,i,5,-1
CC(C)C(NC(=O)c1ccco1)C(=O)NCC(c1ccco1)N(C)C (configuration not stated),i,0,-7,-3,-2,4,i,1,-4
Cc1ccc2c(c1)cc(C(=O)NCc1ccccc1)n2C,i,-4,-5,0,6,2,i,7,-1
CCc1nnc(NC(=O)CSc2nnc(-c3ccco3)n2CCOC)s1,i,-7,-5,2,3,7,i,8,-3
Cc1cnc(C)c(N(C)NC(=S)Nc2ccccc2)n1,i,-3,-7,-5,-2,24,i,0,-1
CCOc1ccc(C(=O)Nc2nc(C)c(C(=O)OC)s2)cc1,i,-3,-8,4,4,-21,i,6,-2
Cn1c(=O)c2cc(NC(=S)NC3CC3)ccc2n1Cc1cccc(C(F)(F)F)c1,i,-1,-1,-3,3,-12,nt,-6,-2
COC(=O)C(C)(C)NC(=O)c1cccs1,i,2,-3,-4,10,-3,i,23,-4
